tim10-1 inh: growth inhibitors of tim10-1 mutant yeast, primary screen, luminescence, uHTS; S. cerevisiae tim10-1 ts strain growth, BacTiter-Glo, 24 h; inhibition, % at 20 µM; actives 2.2% (n = 330,000);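 active means inhibition of at least 40%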;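 further: mutant grown at 25 °C; 0% = DMSO wells with yeast and 100% = wells holding no yeast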
XBP1 UPR activ: activators of adaptive XBP1 UPR arm, primary screen, cell-based, CHO-XBP1 luciferase reporter, luminescence, uHTS. IRE1-XBP1 UPR activation; percent of tunicamycin response, DMSO as zero. activation, % at 20 µM. actives 0.33% (n = 330,000). AID 463104, 2010;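 active means versus positive control, 20 µM dose yields 30% or more activation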;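 further: 100% = tunicamycin at 10 µg/mL and 0% = DMSO only wells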
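Material: CHO cell line with stable XBP1 luciferase reporter; schedule: 16-18 h cell attachment at 37 °C, then 6 h compound exposure; signal: glow luminescence from Steady-Glo reagent; medium: serum-containing F12 medium, 10% FBS; benchmarks: tunicamycin 10 µg/mL and vehicle-only wells; read-out: percent activation relative to tunicamycin reference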
CXCR6 inh: CXCR6 receptor inhibitors, primary screen, cell-based, beta-arrestin, luminescence, CHO-K1 PathHunter, 1536-well. C-X-C chemokine receptor type 6 (Homo sapiens), O00574. inhibition, % at 20 µM. actives 0.36% (n = 360,000); in the data active means inhibition above about 34%, passing the limit was not always enough;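 further: antagonist mode with CXCL16 agonist at 10 nM final; 0% = 10 nM CXCL16 with DMSO and 100% = unstimulated wells without agonist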
tim23-1 inh: growth inhibitors of tim23-1 mutant yeast, primary screen, luminescence, uHTS; S. cerevisiae tim23-1 growth, BacTiter-Glo luminescence, 24 h; inhibition, % at 20 µM; actives 1.3% (n = 330,000);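 active means growth inhibition of the mutant yeast at or above 50%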;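 further: temperature-sensitive mutant grown at 25 °C; plate controls were DMSO-treated mutant yeast for no effect and medium wells lacking yeast for full effect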
TIM10 inh: growth inhibitors of isogenic TIM10 control yeast, primary screen, counter-screen for tim10-1 yeast inhibitor project, luminescence, uHTS; S. cerevisiae TIM10 strain growth, BacTiter-Glo luminescence, 24 h; inhibition, % at 10 µM; actives 1.4% (n = 330,000);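 active means inhibition of 40% or more at the single tested concentration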;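 further: wild-type TIM10 isogenic control strain grown at permissive 25 °C; 0% = DMSO yeast wells and 100% = minimal medium wells without yeast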
APJ agonist: agonists of human apelin receptor APJ, primary screen, CHO-K1 cells, PathHunter beta-arrestin, luminescence | activation, % at 20 µM | actives 0.11% (n = 330,000) | 0% DMSO wells, 100% apelin | AID 2520, 2010;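 active means activation more than six SD over the plate average, tested at 20 µM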;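 further: 0% = DMSO alone and 100% = apelin-13 at 10 nM; some results filed as inactive read as strong as hits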
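Test system – PathHunter CHO-K1 APJ (AGTRL-1) beta-arrestin reporter cells · Input – 1000 cells/well · Compound – single test compound dose, 20 µM final, 1% DMSO · Times – compound stimulation 90 min at 25 °C, detection 60 min · Technique – beta-gal luminescence · Read-out basis – APJ–arrestin association signal · Control set – negative DMSO alone, positive Apelin-13 at 10 nM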
CHOP UPR activ: activators of apoptotic CHOP UPR arm, primary screen, cell-based, CHO-CHOP luciferase reporter, luminescence, uHTS; UPR activation; percent of tunicamycin response over DMSO baseline; activation, % at 10 µM; actives 0.34% (n = 330,000);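 active means at 10 µM dose, activation of 40% or more, normalized to positive control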;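 further: 100% = tunicamycin at 10 µg/mL and 0% = DMSO alone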
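Assay system: CHO cells with stable CHOP pathway luciferase reporter; Buffer or medium: F12 plus 10% serum; Times: 16-18 h cell attachment, then 6 h compound exposure, 37 °C; Signal: luciferase luminescence; Read-out basis: percent activation relative to tunicamycin control; Control set: tunicamycin high control, DMSO low control.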
Mdm2 MdmX PPI: inhibitors of human Mdm2-MdmX association, primary screen, cell-based, luminescence, split luciferase, SaOS-2, uHTS. Protein Mdm4 (Homo sapiens) + E3 ubiquitin-protein ligase Mdm2 (Homo sapiens), …. SaOS-2 split-luciferase Mdm2/MdmX complementation. inhibition, % at 8 µM. actives 3% (n = 330,000);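 active means inhibition of at least 50% at 8 µM in the primary screen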
Target sequence (O15151 whole entry, looked up): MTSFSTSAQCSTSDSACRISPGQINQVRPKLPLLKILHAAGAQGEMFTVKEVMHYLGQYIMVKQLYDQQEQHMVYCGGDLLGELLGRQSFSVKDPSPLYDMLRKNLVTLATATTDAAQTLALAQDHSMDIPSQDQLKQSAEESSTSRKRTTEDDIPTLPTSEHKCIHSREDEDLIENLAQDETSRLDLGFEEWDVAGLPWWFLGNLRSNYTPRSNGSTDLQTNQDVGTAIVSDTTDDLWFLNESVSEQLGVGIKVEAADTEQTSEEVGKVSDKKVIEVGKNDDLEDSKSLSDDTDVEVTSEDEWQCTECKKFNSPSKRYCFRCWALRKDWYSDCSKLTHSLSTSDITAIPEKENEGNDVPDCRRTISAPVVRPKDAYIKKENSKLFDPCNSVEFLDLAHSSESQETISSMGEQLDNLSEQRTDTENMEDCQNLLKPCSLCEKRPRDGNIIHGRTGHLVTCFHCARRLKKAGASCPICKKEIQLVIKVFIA
Target sequence (Q00987 whole entry, looked up): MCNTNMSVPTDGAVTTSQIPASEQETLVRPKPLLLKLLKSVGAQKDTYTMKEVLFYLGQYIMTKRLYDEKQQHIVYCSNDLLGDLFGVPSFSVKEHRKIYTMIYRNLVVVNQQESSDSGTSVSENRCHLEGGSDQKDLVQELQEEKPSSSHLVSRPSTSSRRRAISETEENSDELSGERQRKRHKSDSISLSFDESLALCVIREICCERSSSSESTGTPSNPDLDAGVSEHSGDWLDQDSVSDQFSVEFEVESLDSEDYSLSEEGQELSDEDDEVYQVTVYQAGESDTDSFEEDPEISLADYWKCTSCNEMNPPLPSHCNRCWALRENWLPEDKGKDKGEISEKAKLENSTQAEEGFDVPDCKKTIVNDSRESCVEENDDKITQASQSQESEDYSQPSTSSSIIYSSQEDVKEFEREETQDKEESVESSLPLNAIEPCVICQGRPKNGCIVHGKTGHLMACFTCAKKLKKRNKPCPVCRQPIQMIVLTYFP
APJ antag: antagonists of human apelin receptor APJ, primary screen, CHO-K1 cells, beta-arrestin complementation, luminescence | P35414 | inhibition, % at 20 µM | actives 0.32% (n = 330,000) | AID 2521, 2010;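 active means inhibition above about 40% at 20 µM, limit read from the data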;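 further: cells challenged with 10 nM apelin-13 agonist together with compound; plate controls were apelin-13 plus DMSO wells for no effect and DMSO wells lacking apelin-13 for full effect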
Active calls of the source: *; nt = not tested or not shown; & = joins results of further samples. Some of the compounds tested, so the mix of outcomes need not match the whole.

compound	tim10-1 inh	XBP1 UPR activ	CXCR6 inh	tim23-1 inh	TIM10 inh	APJ agonist	CHOP UPR activ	Mdm2 MdmX PPI	APJ antag
S=C(NCC1CCCO1)NC1CCCCC1 (stereo not given)	-2	1	-4	-11	4	-3	-1.6	5	2
Cc1cccc(-c2c(O)cc(=O)[nH]c2Cl)c1	11	1	-14	-1	7	-3	-2.1	-4	-1
Cc1ccc(N(CC(=O)NCc2ccc(Cl)cc2)S(C)(=O)=O)cc1	5	-3	-3	13	-9	1	2.2	11	9
CCCc1nnc(NC(=O)CCC(=O)N2CCN(CCn3c(C)ccc3C)CC2)s1	16	0	-6	7	1	-2	-0.5	-17	-4
Cc1ccc(C)c(S(=O)(=O)N2CCCOC2CNC(=O)C(=O)NC2CCCC2)c1 (stereo not given)	-9	0	2	-2	3	0	-2.2	23	-15
COc1cc(OC)c(NC(=O)c2ccoc2C)cc1Cl	23	0	1	6	4	-4	3.1	18	6
O=C(NC(=S)NCc1ccco1)c1ccccc1	18	2	-3	3	9	-3	1.0	-19	7
O=C(NCC1CCCO1)c1cc2cc(F)ccc2[nH]1 (stereo not given)	6	0	-10	9	-8	1	1.7	8	-12
Cc1cc(C)nc(NS(=O)(=O)c2ccc(N/C=C/C(=O)c3ccc(Cl)cc3)cc2)n1	7	2	1	22	18	7	2.7	-3	-19
CCCCC(=O)Nc1ccc(C(=O)NNC(=S)NC(=O)c2ccccc2[N+](=O)[O-])cc1	8	2	12	-6	8	-4	0.8	21	9
COc1cc(/C=C/[N+](=O)[O-])ccc1OC(=O)/C=C/c1ccc(F)cc1	35	-7	15	55*	26	-2	13	73*	-18
Cc1cc(C)cc(NC(=O)C(=O)NCCCN2CCOCC2)c1	-27	-2	-2	-25	-9	-1	3.3	29	-3
CC1(c2ccc3ccccc3c2)NC(=O)N(CC(=O)N2CCCC(C(F)(F)F)C2)C1=O (stereo not given)	-18	0	-7	-4	1	1	-0.7	-20	2
CC1(C)CC(=O)/C(=C(\O)Cc2ccccc2)C(=NCCCCCC(=O)O)C1	9	-2	0	9	4	-1	3.0	4	-7
O=C(CSCc1ccc([N+](=O)[O-])cc1)Nc1ccccc1C(=O)O	-4	-1	-10	4	-9	1	3.7	3	-10
O=C(c1ccccc1F)N1CCN(c2ccc([N+](=O)[O-])cc2-n2cccc2)CC1	25	3	13	28	7	-4	3.7	13	15
COc1ccc(NC(=O)COC(=O)c2cc(SC)ccc2Cl)c(OC)c1	-5	-2	-10	-17	-28	-3	2.1	7	-7
O=C(O)c1ccc(/C=N/n2cc(-c3ccccc3)[nH]c2=S)cc1	-7	-2	-7	-2	10	-2	-0.2	11	-23
Cc1ccc(NC(=O)COC(=O)c2sccc2C)cc1S(=O)(=O)N1CCOCC1	30	1	0	10	16	-5	1.5	-10	-18
Cc1ccc(S(=O)(=O)NCc2ccc(C(=O)N3CCN(c4ccc([N+](=O)[O-])cc4)CC3)cc2)cc1	4	-5	-10	0	5	19*	6.0	25	-18
Cc1ccc(C)c(NS(=O)(=O)c2ccc3c(c2)NC(=O)CO3)c1	4	-4	-7	-1	-5	-2	-0.1	14	-8
O=C(CSc1ncn[nH]1)N1CCN(c2nnc(-c3ccccc3)c3ccccc23)CC1	11	0	-7	6	-21	-1	0.8	16	-13
O=C(NNc1nc2ccccc2s1)Nc1ccccc1	-1	0	6	-9	14	-2	3.1	-75	16
Cc1cc(C(=O)NC(=S)Nc2ccccc2N2CCCC2)ccc1[N+](=O)[O-]	13	-2	1	7	0	-3	1.3	26	16
NC(=O)c1cc(-c2ccccc2)nc(Oc2ccccc2)n1	18	-1	-2	-17	-13	-4	-0.5	0	7
CCOC(=O)N1CCN(C(=O)c2ccc(S(=O)(=O)Nc3cccc(C(F)(F)F)c3)cc2)CC1	25	-4	-7	11	10	14	-0.7	6	11
COc1ccccc1C1C2=C(COC2=O)Nc2cc3c(cc21)OCO3 (stereo not given)	31	9	0	4	-17	-2	-2.7	65*	-12
COCCNc1oc(-c2cccs2)nc1S(=O)(=O)c1ccc(C)cc1	11	-1	-4	12	-10	-2	-0.5	34	-5
O=C(Nc1ccc(F)cc1)C(=O)c1c(O)[nH]c2ccc([N+](=O)[O-])cc12	-24	0	7	-4	15	-2	1.4	-28	-18
CNC(=S)N(CCO)Cc1cc2cc3c(cc2[nH]c1=O)OCCO3	7	0	-3	10	-1	-1	0.1	-6	-7
O=C(c1cc2ccccc2o1)N1CCN(S(=O)(=O)c2ccc(F)c(F)c2F)CC1	8	-1	8	15	9	-3	-1.0	14	-9
CSc1ccn(CCC(=O)O)c(=O)n1	11	-1	-2	17	7	0	0.3	-47	1
CC1CCN(C(=O)CSc2ccc(-c3ccccc3)nn2)CC1	19	2	-5	16	-24	1	0.0	-11	-6
CCOC(=O)c1c(C)n(S(=O)(=O)c2ccc(C)cc2)c2ccc(O)c(C(=O)O)c12	-8	-3	3	2	10	-3	-1.4	5	31
Cc1ccc(CC(=O)CCc2ccccc2)cc1	-21	4	-4	14	6	0	4.0	-21	12
C=CCN1C(c2cccc(C(F)(F)F)c2)=CS/C1=C(/C#N)c1nnc(N2CCOCC2)n1-c1ccccc1	15	-1	11	18	32	-1	5.0	17	-1
O=C(CCCN1C(=O)[C@H]2CC=CC[C@H]2C1=O)NCc1nc(-c2ccccc2)no1	-8	-7	-3	-1	-3	-3	0.5	20	-17
CCN(CC)c1ncnc2c1sc1nc(C)cc(C)c12	43*	11	1	24	9	-1	-1.4	8	9
COc1ccc(C(=O)Nc2ccc(S(=O)(=O)N3CCN(C)CC3)cc2)cc1	5	0	-4	-9	5	-3	-2.2	23	24
C/C(=N\NC(=O)Cc1c(C)[nH][nH]c1=O)c1ccc2ccccc2c1	5	1	nt	13	-12	1	0.4	-3	5
COc1cccc(CNC(=O)C2CC(=O)N(C3CCCCCCC3)C2)c1 (stereo not given)	18	-4	-6	15	16	-1	1.0	11	4
O=C(NCc1ccco1)c1ccc(C(F)(F)F)cc1	1	-2	-2	11	-3	-3	-0.9	-8	0
Cc1cccc(C)c1OCCOCCN1CCN(C)CC1	2	-3	5&-6	4	-17	-1	-0.1	-10	-15
CC(C)OC(=O)CC(=O)CSc1nc2c(cc1C#N)CCCC2	30	-2	3	23	17	-3	0.9	13	20
CCN(c1ccccc1)c1cc(C)nc2nc(C)nn12	27	1	7	23	6	0	2.0	5	17
N#C/C(=C\c1ccc[nH]1)C(=O)c1ccccc1	24	-5	-7	12	1	-2	0.7	18	0
Cn1c(=O)c2c(nc(SCC(=O)NCc3ccco3)n2C)n(C)c1=O	-3	-1	2	12	11	0	1.3	7	29
CCN(CC)C(=O)C1CCCN(C(=O)Nc2ccccc2)C1 (stereo not given)	7	-1	-5	-6	-27	-1	-0.7	-8	12
CCOc1ccc(C(NC(C)=O)c2ccc(OC)c(OC)c2)cc1 (stereo not given)	16	0	-4	3	-2	-3	-1.7	-16	-4
COc1ccc(-c2csc(-c3cc4ccccc4oc3=N)n2)cc1	8	0	8	29	-2	-2	3.7	1	-8

The results go on:
compound	tim10-1 inh	XBP1 UPR activ	CXCR6 inh	tim23-1 inh	TIM10 inh	APJ agonist	CHOP UPR activ	Mdm2 MdmX PPI	APJ antag
COc1ccc(C(=O)/C=C/Nc2cccc(C)n2)cc1OC	21	12	4	10	21	2	3.0	-143	-18
COc1ccc(S(=O)(=O)Nc2ccc(C)cc2)cc1N(C)S(=O)(=O)c1ccc(Cl)cc1	20	-1	-1	22	15	4	-0.2	28	9
Cc1ccc(NC(=O)COc2ccc(Br)cc2CO)cc1	-11	-1	0	22	9	1	1.4	-10	-5
O=C(COC(=O)C1CC1)Nc1ccc(S(=O)(=O)N2CCOCC2)cc1	11	-1	-1	14	-1	-4	0.8	-4	11
COc1ccccc1N1CCN(C(=O)Cn2nc3n(C)c4ccccc4n3c(=O)c2=O)CC1	2	-2	nt	14	-24	-4	-1.2	7	13
Cc1ccc(CN2CCN(Cc3cn(C)nc3-c3ccccc3)CC2CCO)o1 (stereo not given)	-3	-3	-2	5	-19	-6	0.9	-11	-11
CCN1C(=O)[C@H]2[C@H]3CN=C(SCc4ccccc4)N3[C@@](Cc3ccccc3)(C(=O)OC)[C@H]2C1=O	13	2	5	37	-3	nt	2.3	20	nt
Cc1cc(C)c2c(n1)sc1c(N3CCN(C)CC3)ncnc12	-1	3	2	-5	-9	-2	2.0	1	7
Cn1c(CO)cnc1SCc1ccc(Cl)cc1	5	2	2	8	-2	2	3.7	-9	20
CN(CC(=O)Nc1ccc(F)cc1)CC(=O)Nc1ccc(Cl)c(S(=O)(=O)N2CCOCC2)c1	7	-2	-1	8	-10	-4	1.1	6	-20
CS(=O)(=O)N(CC(=O)Nc1c(F)cccc1F)c1ccc(C23CC4CC(CC(C4)C2)C3)cc1	8	2	-7	-2	19	5	0.9	37	-1
CCCCCc1ccc(-c2cn(CCCOCc3ccccc3)nn2)cc1	8	-2	-2	8	2	-6	-2.0	-10	14
CCCCCCc1cc2cc(C(N)=O)c(=N)oc2cc1O	42*	1	nt	13	15	18	2.9	8	-43
CCN1CCN(C(=O)c2cc3cc([N+](=O)[O-])ccc3oc2=O)CC1	0	-2	-2	4	-1	-2	0.2	-8	-14
CCN(CC)CCN(Cc1cc2cc3c(cc2[nH]c1=O)OCCO3)C(=S)NCC1CCCO1 (stereo not given)	12	-1	-9	20	-13	2	-1.9	22	-9
O=c1c2ccccc2oc2ccc(-c3ccc4[nH]ccc4c3)cc12	42*	6	1	62*	41*	-4	6.6	-225	-11
CC(C)CCN1CCN(Cc2ccc(Sc3nncn3C)o2)CC1CCO (stereo not given)	17	2	-3	-3	5	-4	-0.8	34	0
CC1Cc2ccccc2N1S(=O)(=O)c1cccc(C(=O)OCC(=O)NCc2ccco2)c1 (stereo not given)	5	-3	15	21	0	-6	2.4	-19	-24

Some of the entries so far, with each value named:
O=C(NC(=S)NCc1ccco1)c1ccccc1
  tim10-1 inh: 18
  XBP1 UPR activ: 2
  CXCR6 inh: -3
  tim23-1 inh: 3
  TIM10 inh: 9
  APJ agonist: -3
  CHOP UPR activ: 1.0
  Mdm2 MdmX PPI: -19
  APJ antag: 7

COc1ccccc1C1C2=C(COC2=O)Nc2cc3c(cc21)OCO3 (stereo not given)
  tim10-1 inh: 31
  XBP1 UPR activ: 9
  CXCR6 inh: 0
  tim23-1 inh: 4
  TIM10 inh: -17
  APJ agonist: -2
  CHOP UPR activ: -2.7
  Mdm2 MdmX PPI: 65*
  APJ antag: -12
